Source: PubChem (several laboratories)
RSV antiviral HEp-2 = RSV antiviral activity via CPE protection, HEp-2 cells, primary 10 µM value included (AID 2391); HEp-2 cells, RSV-induced CPE inhibition; higher % means a stronger effect; one-dose CPE inhibition, % at 10 µM; IC50 in µM for titrated hits; actives 0.13% (n = 310,000); in the data active means a potency from the dose series; inconclusive means CPE inhibition mostly from about 23% at the one dose, without a potency; inactive means the rest, 99 in 100 with CPE inhibition below about 21%; further: strong numbers were not always called active
PMI inhibition = MPI inhibition at elevated mannose 6-phosphate – biochemical, fluorescence intensity, high mannose 6-phosphate, primary screen (AID 1220); recombinant PMI enzyme, coupled fluorescence intensity; higher % means a stronger effect; inhibition, % at 20 µM; hits with a dose series show IC50 in µM; actives 0.66% (n = 190,000)
TNAP activation fold = stimulation of alkaline phosphatase TNAP activity – biochemical, luminescent, no phosphate acceptor, uHTS, primary screen (AID 1001). activation fold at 20 µM; hits with a dose series show EC50 in µM. purified TNAP, luminescent activation assay, no phosphate acceptor; higher activation fold means a stronger effect. actives 0.03% (n = 200,000); in the data active means activation fold from about 3, or a potency from the dose series; inactive means the rest, 99 in 100 with activation fold below about 1.6; further: many of its hits are not listed in these tables
SV40 large T antigen = TAg ATPase/helicase activity blockers – biochemical (AID 1903); SV40 large T antigen ATPase/helicase inhibition assay; higher % means a stronger effect; one-dose inhibition, % at 20 µM; IC50 in µM for titrated hits; actives 0.39% (n = 310,000); in the data active means a potency from the dose series; inconclusive means inhibition mostly from about 32% at the one dose, without a potency; inactive means the rest, 99 in 100 with inhibition below about 32%; further: strong numbers were not always called active
PMI inhibitors = inhibitors of human PMI, primary screen, biochemical, fluorescence intensity, coupled assay (AID 1209); actives 0.42% (n = 190,000); inhibition, % at 20 µM; hits with a dose series show IC50 in µM; purified PMI enzyme, coupled fluorescence intensity; higher % means a stronger effect;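 further: plate controls were DMSO vehicle for no effect and wells lacking substrate for full effect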
PhoP inhibition = PhoP-dependent GFP reporter repression – Salmonella Typhimurium, primary screen (AID 1863). inhibition, % at 50 µM, or IC50 in µM where a hit was titrated. S. Typhimurium PhoP-regulated promoter GFP reporter, 4 h; higher % means a stronger effect. actives 0.16% (n = 300,000);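 active means inhibition over 29.93%, a cutoff 3 SD above the screen mean, later confirmed by dose response; inconclusive means inhibition over 29.93% but no dose response follow-up; inactive means inhibition at most 29.93% or unconfirmed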;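 further: 0% = low Mg2+ inducing control and 100% = high Mg2+ repressing control; strong numbers were not always called active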
West Nile antiviral = inhibition of WNV-induced cytopathic effect – cell-based, CPE readout (AID 1621). CPE inhibition, % at 10 µM, or IC50 in µM where a hit was titrated. actives 0.02% (n = 290,000). West Nile virus-infected cells, CPE inhibition; higher % means a stronger effect; in the data active means a potency from the dose series; inconclusive means CPE inhibition mostly from about 3.7% at the one dose, without a potency; inactive means the rest, 99 in 100 with CPE inhibition below about 2.2%; further: strong numbers were not always called active
Ins promoter up = MIN6 insulin promoter up-regulation; MIN6 insulin promoter-GFP reporter, high-content imaging; active compounds read high; z-score at 5 µM; actives 0.3% (n = 190,000); AID 1625;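 active means z-score above 3 at 5 µM with at least 500 cells counted in the well; inconclusive means wells under 500 cells, flagged as cytotoxic or low count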
CSM14.1 death rescue = protection against thapsigargin-triggered cell killing – 384-well, CSM14.1, ATP luminescence, primary screen (AID 1222); CSM14.1 thapsigargin-induced death rescue, ATP luminescence; higher % means a stronger effect; cellular ATP content (survival), % at 20 µM; hits with a dose series show EC50 in µM; 190,000 tested, under 10 active;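 active means EC50 below 50 µM in the dose-response confirmation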;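 further: death triggered by thapsigargin at about 15 µM added after 2 h compound pretreatment; cell ATP read after overnight thapsigargin exposure of roughly 18 to 22 hours; normalized against plate controls of thapsigargin alone and 5% DMSO vehicle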
Ins promoter up cell count = further read-out of Ins promoter up, marked with its call; cell count; measured here: cytotoxicity, nuclei count;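 total cells summed across four imaged fields per well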
Active calls of the source: *; u = inconclusive; x = not tested or not shown; & = joins results of further samples. Unless noted, no stated cut-off is given here; in the data, active means inhibition above about 50%; inactive means the rest.

Fields – RSV antiviral HEp-2	PMI inhibition	TNAP activation fold	SV40 large T antigen	PMI inhibitors	PhoP inhibition	West Nile antiviral	Ins promoter up	Ins promoter up cell count	CSM14.1 death rescue
#1 O=C(CCCSc1nc2ccccc2c(=O)[nH]1)c1ccccc1
 : -0.7%	1%	1.1	0%	-1%	-12%	-0.7%	-0.45	1280	-0.5%
#2 Cc1ccc2nc(SCC(=O)N/N=C/c3ccco3)cc(C)c2c1
 : 18%	10%	1.1	0%	6%	2%	-0.1%	0.23	1206	-0.9%
#3 O=S(=O)(NN1CCOCC1)c1ccc(Cl)s1
 : -1.1%	5%	1	30%	-3%	0%	0.6%	-0.52	1592	-1.2%
#4 COc1cccc(N2CCN(S(=O)(=O)c3ccc4c(c3)oc(=O)n4C)CC2)c1
 : 0.0%	x	x	10%	x	-1%	-0.2%	x	x	x
#5 O=C(CN1CCN(c2cccc(Cl)n2)CC1)N1CC(O)CO1 (stereo not given)
 : 0.2%	0%	1	4%	-4%	-3%	1.5%	x	x	-1.3%
#6 O=C(NCCc1csc(-c2ccccc2)n1)c1c(F)cccc1Cl
 : 4.2%	4%	1	2%	-4%	-2%	-1.1%	0	1339	0.5%
#7 C[C@@H]1CC[C@]2(O[C@H](CCO)C[C@@H](O)[C@@H]2O)O1
 : 0.4%	x	x	23%	x	-6%	0.2%	x	x	x
#8 CCCc1nc2c(=O)n(C)c(=O)[nH]c2n1CCC
 : 0.8%	-7%	1.1	x	-2%	-8%	0.2%	x	x	-1.7%
#9 O=C(NCCNc1ccc([N+](=O)[O-])cc1)c1cccc(Br)c1
 : 4.0%	5%	1	9%	0%	2%	0.0%	-0.05	1186	-4.3%
#10 O=C(Nc1nccs1)C1C2/C=C\CCCCC21 (stereo not given)
 : 4.0%	-7%	1.1	2%	3%	2%	0.4%	-0.4	1224	-1.9%
#11 COc1ccc(C(=O)Nn2c(C)nnc2-n2nc(C)cc2C)cc1OC
 : 0.9%	4%	1.1	4%	-3%	1%	0.2%	-0.07	1197	-1.0%
#12 O=C(Nc1ccc(S(=O)(=O)N2CCCCC2)cc1)C1CCCO1 (stereo not given)
 : 1.6%	x	x	28%	x	-4%	-0.4%	x	x	x
#13 Cc1cccc(/C=N/NC(=O)Cn2nnnc2N)n1
 : 0.1%	x	x	7%	x	-5%	0.0%	-0.2	1421	x
#14 COC(=O)CSc1nnc(CNC(=O)c2cc(OC)cc(OC)c2)n1-c1ccc(F)cc1
 : 3.9%	-9%	1.1	18%	-8%	3%	0.3%	-0.22	1291	x
#15 Cc1ccc(C2CC(C(F)(F)F)n3nc(C(=O)NCc4c(C)nn(C)c4C)c(Cl)c3N2)cc1 (stereo not given)
 : 3.4%	-2%	1	15%	-6%	0%	-0.2%	u	x	12%
#16 COc1ccc(NC(=O)c2ccc(-c3ccccc3Cl)o2)cc1
 : 3.1%	2%	1.1	10%	6%	-3%	-0.3%	0.02	1303	-3.9%
#17 COc1ccc(-c2noc(CN(C)Cc3ccccc3)n2)c(OC)c1OC
 : 0.7%	x	x	11%	x	2%	-1.0%	x	x	x
#18 CCCN1CCC(NC(=O)Nc2ccc(F)cc2F)CC1
 : 0.3%	-4%	1.1	-1%	-1%	-5%	-0.4%	x	x	-1.2%
#19 Cc1cc2c(sc3c(C)ccc(C)c32)c(C)n1
 : 3.7%	x	x	9%	x	-6%	-0.6%	-0.11	1502	x
#20 CC(C)(C)n1ncc2c(=O)n(CC(=O)N3CCCCCC3)cnc21
 : 0.7%	6%	1.1	-1%	-6%	0%	-0.2%	0.45	1569	-0.4%
#21 Cc1ccc(NS(=O)(=O)c2ccc(N/N=C/c3ccncc3)c([N+](=O)[O-])c2)c(C)c1
 : 2.6%	12%	0.9	8%	11%	5%	0.1%	-0.14	1254	0.2%
#22 Oc1c(CN2CCOCC2)cc(-c2ccccc2)cc1CN1CCOCC1
 : 2.5%	1%	1.1	17%	-4%	-5%	-0.5%	x	x	-2.8%
#23 O=C(O)CC(CC(=O)Nc1ccc(-n2ccc(C(F)(F)F)n2)cc1)c1ccccc1 (stereo not given)
 : x	x	x	13%	x	-4%	0.0%	-0.19	1032	x
#24 CC(=O)CSc1nc2c(c(=O)[nH]c(=O)n2C)n1CCCc1ccccc1
 : 4.5%	x	x	5%	x	-5%	-0.1%	x	x	x
#25 Cc1cc(/C=C2\SC(=Nc3ccccc3)NC2=O)c(C)n1-c1ccc(S(N)(=O)=O)cc1
 : 8.2%	-14%	1.1	8%	-1%	-1%	2.1%	x	x	-4.3%
#26 COc1ccc(NC(=O)C2CCC(=O)N2S(=O)(=O)c2ccc(C)cc2)cc1Cl (stereo not given)
 : -0.3%	x	x	-5%	x	8%	-0.6%	x	x	x
#27 CCOC(=O)C1=C(O)C(=O)N(CCCn2ccnc2)C1c1ccc(C)cc1 (stereo not given)
 : 0.1%	9%	1	0%	6%	6%	0.0%	x	x	-0.3%
#28 CC(=O)N1CCSc2ccc(S(=O)(=O)Nc3ccccc3C)cc21
 : 8.6%	x	x	20%	x	9%	-0.6%	x	x	x
#29 N#Cc1c(Cl)c(Cl)c2nnc(-c3ccc(Br)cc3)n2c1Cl
 : 0.1%	19%	1	14%	13%	-9%	0.9%	0.96	1486	-0.8%
#30 Cc1ccc(S(=O)(=O)N2CCOC2CNC(=O)C(=O)NCc2ccc(Cl)cc2)cc1 (stereo not given)
 : 12%	x	x	6%	x	-6%	0.0%	x	x	x

Continued; the last 4 above are carried over.
Fields – RSV antiviral HEp-2	PMI inhibition	TNAP activation fold	SV40 large T antigen	PMI inhibitors	PhoP inhibition	West Nile antiviral	Ins promoter up	Ins promoter up cell count	CSM14.1 death rescue
#27 CCOC(=O)C1=C(O)C(=O)N(CCCn2ccnc2)C1c1ccc(C)cc1 (stereo not given)
 : 0.1%	9%	1	0%	6%	6%	0.0%	x	x	-0.3%
#28 CC(=O)N1CCSc2ccc(S(=O)(=O)Nc3ccccc3C)cc21
 : 8.6%	x	x	20%	x	9%	-0.6%	x	x	x
#29 N#Cc1c(Cl)c(Cl)c2nnc(-c3ccc(Br)cc3)n2c1Cl
 : 0.1%	19%	1	14%	13%	-9%	0.9%	0.96	1486	-0.8%
#30 Cc1ccc(S(=O)(=O)N2CCOC2CNC(=O)C(=O)NCc2ccc(Cl)cc2)cc1 (stereo not given)
 : 12%	x	x	6%	x	-6%	0.0%	x	x	x
#31 O=S(=O)(c1ccc(Cl)cc1)N1CCCc2ccccc21
 : 7.8%	x	x	13%	x	-1%	0.5%	x	x	x
#32 CN(C=O)CP(=O)(O)CN1CCCCC1
 : x	-9%	1.1	3%	-4%	1%	x	-0.36	1541	-1.4%
#33 CCCC(C)c1nc(C(N)=O)c2[nH]c(=O)n(-c3ccc(OC)cc3OC)c2n1 (stereo not given)
 : 0.9%	x	x	3%	x	9%	0.4%	x	x	x
#34 CC(C)OC(=O)c1c(N)n(CCCN2CCOCC2)c2nc3ccccc3nc12
 : 0.7%	0%	1.1	5%	4%	-3%	-0.4%	0.19	759	-0.1%
#35 Cc1ccc(NC(=O)CN(C)S(=O)(=O)c2cccc3cccnc23)cc1
 : 15%	15%	1.1	0%	12%	5%	-0.2%	-0.42	996	-0.6%
#36 CCOC(=O)C1C(=O)OC2(CCOC(C)(C)C2)C1C(=O)OCC (stereo not given)
 : -0.1%	-5%	1	-1%	-4%	-3%	0.3%	-0.43	1235	-0.4%
#37 COc1ccc(-n2nc3c(c2NC(=O)C24CC5CC(CC(C5)C2)C4)CS(=O)C3)cc1 (stereo not given)
 : 1.0%	-8%	1.1	-3%	-11%	-1%	-0.2%	-0.24	989	-1.2%
#38 COc1ccccc1CN1C(=NC(=O)CCC2CCCC2)SC2CS(=O)(=O)CC21 (stereo not given)
 : 2.4%	x	x	6%	x	-3%	2.2%	x	x	x
#39 CCNC(=O)N1C(CC(=O)OCC)C(=O)NC2CCCCC21 (stereo not given)
 : 0.6%	6%	1.1	4%	12%	-1%	0.0%	x	x	-2.7%
#40 O=C(/C=C/c1ccc(F)cc1)N1CCN(c2ccccn2)CC1
 : 1.4%	-1%	1.1	12%	8%	0%	-0.7%	x	x	-5.6%
#41 NC(Cc1c[nH]c2ccccc12)C(=O)Nc1ccccc1 (stereo not given)
 : 0.7%	x	x	19%	x	-4%	0.8%	x	x	x
#42 CCOc1ccc(S(=O)(=O)N(CC(=O)N/N=C/c2ccc(-c3ccc([N+](=O)[O-])cc3)o2)c2ccccc2)cc1
 : 2.1%	1%	0.9	-3%	36µM*	8%	0.5%	-0.09	1460	-1.1%
#43 CCN1CCN(c2nc3c(c(=O)[nH]c(=O)n3C)n2CCSc2nc3ccccc3s2)CC1
 : 2.4%	15%	1.1	4%&6%	8%	-14%	-0.1%	1.2	1030	-0.3%
#44 COc1ccc(Nc2ncnc3sc(-c4ccccc4)cc23)c(OC)c1
 : 5.1%	x	x	10%	x	-8%	-0.1%	-0.36	1085	x
#45 COc1ccc(CNCCC(c2ccc(OC)cc2)c2ccccc2OC)cc1 (stereo not given)
 : 14%	x	x	2%	x	1%	-0.5%	x	x	x
#46 Cc1ccc(C)c(S(=O)(=O)c2c(C)cc(C)nc2Cl)c1
 : 3.5%	x	x	17%	x	8%	-1.1%	x	x	x
#47 COC(=O)C1=C(C)Nc2nc3ccccc3n2C1c1ccccc1F (stereo not given)
 : 3.3%	x	x	17%	x	-6%	-0.7%	0.09	1105	x
#48 CC1(C)Cc2c(sc3c2c(=N)n(Cc2ccco2)c(=O)n3Cc2ccc(F)cc2)CO1
 : 13%	4%	1	4%	11%	-7%	0.3%	-1.7	1037	1.0%
#49 COC(=O)c1cc(NC(=O)CN2CCC(C(N)=O)(N3CCCCC3)CC2)cc(C(=O)OC)c1
 : 0.9%	14%	1	2%	16%	4%	-0.1%	-0.62	1241	-1.5%
#50 CC1CN(Cc2cc(=O)oc3cc(O)c(Cl)cc23)CC(C)O1 (stereo not given)
 : 0.4%	x	x	5%	x	-2%	-0.2%	x	x	x
#51 S=C(NCCCn1ccnc1)Nc1cccc(Cl)c1
 : -1.0%	10%	1	4%	6%	6%	-0.3%	0.27	1619	-1.6%

Complete entries, looked up by structure.
COC(=O)C1=C(C)Nc2nc3ccccc3n2C1c1ccccc1F (stereo not given) in the list: RSV antiviral HEp-2 = 3.3%; PMI inhibition = x; TNAP activation fold = x; SV40 large T antigen = 17%; PMI inhibitors = x; PhoP inhibition = -6%; West Nile antiviral = -0.7%; Ins promoter up = 0.09; Ins promoter up cell count = 1105; CSM14.1 death rescue = x
Cc1ccc(C)c(S(=O)(=O)c2c(C)cc(C)nc2Cl)c1 in the list: RSV antiviral HEp-2 = 3.5%; PMI inhibition = x; TNAP activation fold = x; SV40 large T antigen = 17%; PMI inhibitors = x; PhoP inhibition = 8%; West Nile antiviral = -1.1%; Ins promoter up = x; Ins promoter up cell count = x; CSM14.1 death rescue = x
